# Assay outcomes (PubChem BioAssay)
# HCV core inhibition – inhibitors of HCV core protein dimerization, confirmation, biochemical, TR-FRET, triplicate (AID 2152); TR-FRET GST-/Flag-core106 dimerization, HTRF; active compounds read high; 2,300 compounds, 1% hits; inhibition, % at 5 µM;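 active means mean inhibition over three replicate wells above the hit threshold derived in the earlier primary screen, cut at about 45% in these data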;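 further: 0% = DMSO wells and 100% = unlabelled core106 competitor control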
#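 Test system: GST- and Flag-tagged HCV core106 peptides, dimerization via antibody TR-FRET | Medium: HEPES/KF buffer, pH 7.45 | Also added: Eu(K)-anti-GST plus XL665-anti-FLAG antibodies | Times: 4 h incubation, 22.5 °C | Signal: TR-FRET, excitation 340 nm, emission 671 and 617 nm | Evaluation: Percent inhibition from emission ratio | Replication: Triplicate wells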
# Starred values were filed as active, the others as inactive. This is a subset (hit frequency here may not be typical).
SMILES,HCV core inhibition
COC(=O)[C@@H]1[C@@H](C(=O)OC)C2(c3ccccc3-c3ccccc32)N(c2ccc(Cl)cc2)N1C#N,9
COc1ccc(/C=C2/C(=O)NC(=O)N(Cc3ccco3)C2=O)cc1,-3
CCN1C(=O)C(=C/C=C/c2ccco2)C(=O)N(CC)C1=S,-4
CC(C)C[C@H]1C(=O)N2CCC[C@H]2[C@]2(O)O[C@](NC(=O)[C@@H]3C=C4c5cccc6[nH]cc(c56)C[C@H]4N(C)C3)(C(C)C)C(=O)N12,-5
Cc1cc(/C=C2\C(=O)NC(=O)N(Cc3ccco3)C2=O)c(C)n1-c1ccc(O)cc1,1

# Nothing new here: two of the compounds above.
SMILES,HCV core inhibition
CC(C)C[C@H]1C(=O)N2CCC[C@H]2[C@]2(O)O[C@](NC(=O)[C@@H]3C=C4c5cccc6[nH]cc(c56)C[C@H]4N(C)C3)(C(C)C)C(=O)N12,-5
Cc1cc(/C=C2\C(=O)NC(=O)N(Cc3ccco3)C2=O)c(C)n1-c1ccc(O)cc1,1

# Random excerpt: 2 entries already listed
SMILES,HCV core inhibition
COc1ccc(/C=C2/C(=O)NC(=O)N(Cc3ccco3)C2=O)cc1,-3
CC(C)C[C@H]1C(=O)N2CCC[C@H]2[C@]2(O)O[C@](NC(=O)[C@@H]3C=C4c5cccc6[nH]cc(c56)C[C@H]4N(C)C3)(C(C)C)C(=O)N12,-5
